RGS4 inh: human RGS4 inhibition | Transcreener GDP fluorescence polarization, RGS4-accelerated GTP hydrolysis | 390,000 tested, 0.039% active | P49798 | Potency, µM (highest dose often 114 µM), without a hit: at the top dose activity change, negative = inhibition, usual class: inhibitors; further: potency means the concentration at half of the fitted maximal effect; on the % scale 0 is the no-effect control and ±100 the full control effect; nearly all actives have a fitted effect of over 75% in size; some results filed as inactive show a strong effect at the top dose
Target sequence (P49798 whole entry, looked up): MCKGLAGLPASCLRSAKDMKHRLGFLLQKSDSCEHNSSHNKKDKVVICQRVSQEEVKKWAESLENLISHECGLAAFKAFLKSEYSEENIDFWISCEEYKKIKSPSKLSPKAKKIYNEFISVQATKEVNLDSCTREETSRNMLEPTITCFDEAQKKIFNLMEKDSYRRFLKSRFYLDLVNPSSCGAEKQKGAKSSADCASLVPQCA
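MLSMR compounds (23 nl, pin-transferred) preincubated 10 min at room temperature with a 500nM (2x) first reagent, then RGS4 at 900nM (2x) plus Transcreener GDP mix added; fluorescence polarization (620/688 nm) read before and after 90 min at 30 °C.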
12-LOX inh: blocks human arachidonate 12S-lipoxygenase; P18054; purified 12hLO, xylenol orange hydroperoxide absorbance; Potency, µM (doses to about 108 µM), inactives show at the top dose activity change, negative = inhibition, most hits filed as inhibitors; 580,000 tested, 1.1% active; further: potency means the concentration at half of the fitted maximal effect; on the % scale 0 is the no-effect control and ±100 the full control effect
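Purified human 12hLO (150 nM final) in 25 mM Hepes, 0.01% Triton X-100, pH 7.0 was preincubated 15 min at room temperature with compound. Then 40 uM arachidonic acid was added, 30 min. Hydroperoxide was read by Fe-XO absorbance ratio 573/405 nm.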
Pol kappa inh: DNA polymerase kappa (human) inhibition | purified Pol kappa, fluorescent DNA synthesis assay, 10 min | Potency, µM (doses to about 107 µM), without a hit: top-dose activity, negative = inhibition, hits mostly inhibitors | 400,000 tested, 0.53% active; further: potency means the concentration at half of the fitted maximal effect; on the % scale 0 is the no-effect control and ±100 the full control effect
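Activity was followed as the change in fluorescence between reads at 0 and 10 min after starting the reaction with 50 nM substrate. Beforehand, 10 nM polymerase had been preincubated with compound for 15 min at room temperature.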
ERG Ets-DNA blk: inhibitors of human ERG Ets domain-DNA interaction. 370,000 tested, 0.028% active. P11308. AID 624246. fluorescence polarization, His-ERG Ets domain / labelled DNA. Potency, µM (titrated, usually from 76.9 µM), inactives show at the top dose FP activity, negative = inhibition, usual class: inhibitors; active means well fitted inhibition curve with a large enough effect in the polarisation, with a control signal flat; inconclusive means small, poorly fitted or top-dose-only effect, or effect the other way, or a change in a side signal; inactive means no such curve, though single readings can be large or run the other way; the % refers to the polarisation;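 further: polarization taken with two DNA probes labelled with fluorescein and Texas red; potency means the concentration at half of the fitted maximal effect; % of control where 0% means no effect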
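His-tagged ERG Ets domain (1 uM in the protein solution; 300mM KCl, 50mM Tris-HCl, 1mM EDTA, 1mM DTT, pH 7.5) received compound, then a probe mix of 5 nM fluorescein-DNA and 100nM Texas-615-DNA. Fluorescence polarization was read for both dyes.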
Pol eta inh: blocks human DNA polymerase eta activity. recombinant Pol eta, fluorescent DNA replication assay. AID 588591. Q9Y253. 390,000 tested, 1.2% active. Potency, µM (top dose mostly 114 µM), for the others: at the highest dose activity change, negative = inhibition, actives largely listed as inhibitors; further: potency means the concentration at half of the fitted maximal effect; on the % scale 0 is the no-effect control and ±100 the full control effect
Target sequence (Q9Y253 whole entry, looked up): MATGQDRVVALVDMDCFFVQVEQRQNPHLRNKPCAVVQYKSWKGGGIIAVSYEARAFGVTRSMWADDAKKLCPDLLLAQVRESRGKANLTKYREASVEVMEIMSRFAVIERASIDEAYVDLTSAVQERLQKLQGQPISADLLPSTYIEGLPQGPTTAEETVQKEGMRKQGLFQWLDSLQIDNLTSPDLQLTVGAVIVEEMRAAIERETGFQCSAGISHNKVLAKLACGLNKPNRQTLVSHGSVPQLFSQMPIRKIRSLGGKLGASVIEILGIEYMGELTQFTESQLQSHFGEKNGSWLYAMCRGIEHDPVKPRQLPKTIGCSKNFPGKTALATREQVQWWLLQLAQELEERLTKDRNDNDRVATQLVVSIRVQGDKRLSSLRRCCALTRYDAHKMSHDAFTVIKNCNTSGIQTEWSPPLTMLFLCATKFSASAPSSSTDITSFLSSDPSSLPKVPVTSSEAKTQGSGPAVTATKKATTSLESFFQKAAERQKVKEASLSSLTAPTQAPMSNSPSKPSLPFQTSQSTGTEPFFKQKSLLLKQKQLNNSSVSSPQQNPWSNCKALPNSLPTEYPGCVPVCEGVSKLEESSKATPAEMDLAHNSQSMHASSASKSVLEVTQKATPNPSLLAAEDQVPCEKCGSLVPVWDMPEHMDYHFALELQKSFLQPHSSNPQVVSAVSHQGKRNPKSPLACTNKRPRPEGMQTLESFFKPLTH
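Pol eta at 10 nM preincubated with compounds 15 min at room temperature; reaction started with fluorescent substrate (50 nM final) and read kinetically at 0 and 10 min.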
POLB inh: DNA polymerase beta (human) inhibition; P06746; Pol beta primer extension/strand displacement, fluorescence kinetic; Potency, µM (doses to about 114 µM), without a hit: at the top dose activity change, negative = inhibition, usual class: inhibitors; 340,000 tested, 1.3% active; further: potency means the concentration at half of the fitted maximal effect; on the % scale 0 is the no-effect control and ±100 the full control effect
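Values derive from four-parameter Hill fits of normalized kinetic data: reads at 0 and 10 min following addition of 50 nM substrate to 10 nM Pol beta preincubated 15 min with compound.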
LDHA inh: LDHA (human) enzyme inhibition. P00338. purified LDHA, NADH/diaphorase-resazurin fluorescence; stronger effect = lower value. activity change, % (values are at about 110 or 230 µM). 480,000 tested, 0.15% active. AID 1347041; in the data active means activity change below about -30%; inconclusive means mostly about -25% to -30%;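 further: plate controls were DMSO wells for no effect and wells without enzyme for full effect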
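Enzyme activity of human lactate dehydrogenase 5 (2 nM; 0.06 mM NADH, 0.2 mM pyruvate, 5 min, RT) is measured via a resazurin/diaphorase fluorescence readout of residual NADH.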
Apoferritin bind: binds horse apoferritin like a general anesthetic; P02791; apoferritin/1-aminoanthracene competitive binding, fluorescence; Potency, µM (highest dose often 77.5 µM), inactives show top-dose activity change, negative = displacement, most hits filed as inhibitors; 350,000 tested, 0.074% active; further: potency means the concentration at half of the fitted maximal effect; on the % scale 0 is the no-effect control and ±100 the full control effect; nearly all actives have a fitted effect of over 20% in size
Target sequence (P02791 2-175 limits assumed): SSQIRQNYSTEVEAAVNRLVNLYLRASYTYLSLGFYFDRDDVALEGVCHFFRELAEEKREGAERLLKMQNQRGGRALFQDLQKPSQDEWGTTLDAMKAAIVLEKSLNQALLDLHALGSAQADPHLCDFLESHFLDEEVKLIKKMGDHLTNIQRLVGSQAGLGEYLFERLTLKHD
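Apoferritin-based anesthetic binding model; compound displacement of fluorescent 1-AMA measured as endpoint fluorescence after 10 minutes at room temperature, scaled to free-ligand and complex controls.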
APE1 inh: inhibitors of human APE1 endonuclease; P27695; recombinant APE1, TAMRA/BHQ-2 abasic DNA cleavage fluorescence; Potency, µM (titrated, usually from 65.8 µM), inactives show at the highest dose activity change, negative = inhibition, usual class: inhibitors; 350,000 tested, 0.35% active; AID 2517;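 further: potency means the concentration at half of the fitted maximal effect; plate controls were vehicle for no effect and reference inhibitor for full effect; nearly all actives have a fitted effect of over 55% in size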
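Incision of a quenched TAMRA/BHQ-2 THF abasic-site duplex (50 nM) by 0.75 nM APE1, after 15 min compound preincubation, measured as fluorescence increase over three 60 s reads. Values normalized to buffer, DMSO and NSC13755 control wells.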
* hit, by the source's call; u = inconclusive; x = not tested or not shown; & = joins results of further samples; [ ] = dose if it differs, or a comment. Unless noted, the call rests on the fitted dose curve; in most records, active means well fitted curve in the direction sought with a large enough effect; inconclusive means small, poorly fitted or top-dose-only effect, or another doubt; inactive means no such curve, though single readings can be large; an effect the other way counts as inactive or inconclusive. This is a subset, so the mix of outcomes need not match the whole.

SMILES	RGS4 inh	12-LOX inh	Pol kappa inh	ERG Ets-DNA blk	Pol eta inh	POLB inh	LDHA inh	Apoferritin bind	APE1 inh
O=C1c2[nH]nc(-c3ccccc3O)c2C(c2ccccc2F)N1Cc1ccco1 (stereo not given)	-7%	0%	-21%	-3%	-14%	u	3	-10%	-8%
O=[N+]([O-])c1ccc(N2CCCCCC2)c([N+](=O)[O-])c1	9%	u	-10%	-5%	-6%	-1%	-6	u	-7%
CCNC(=O)C(=O)Nc1cc2c3c(c1)CCN3C(=O)CC2	12%	8%	13%	0%	-7%	1%	0	-6%	-12%
CCOC(=O)N1CCC(NC(=O)C2CCCN(S(=O)(=O)c3cccc4nsnc34)C2)CC1 (stereo not given)	26%	0%	-4%	-2%	0%	0%	-6	-5%	1%
O=c1c2ccccc2ncn1CCOCCOc1ccc([N+](=O)[O-])cc1	-21%	-1%	-23%	-5%	3%	-7%	-4	-4%	1%
CC1CCC(NC(=O)C2(C)Cc3ccccc3C(=O)N2Cc2ccc(Cl)cc2)CC1 (stereo not given)	14%	-23%	1%	-2%	x	12%	-7	-14%	x
O=C1CCN(CCc2ccccc2)CCN1[C@H](CSc1ccc(Br)cc1)Cc1ccccc1	-3%	u	-3%	16%	-10%	0%	1	32%[activator]	0%
Cc1cccc(C(=O)n2c(=S)nc3ccccn32)c1	-34%	x	-16%	0%	10%	3%	-1	-9%	1%
O=C(c1cc2ccccc2o1)N1CCN(S(=O)(=O)c2ccccc2)CC1	-22%	0%	-5%	13%	-13%	x	1	x	15%
COc1ccc(N2CC(NC(=O)c3cccc4ccccc34)CC2=O)cc1OC (stereo not given)	-1%	-21%	-20%	-2%	-23%	x	-6	x	10%
CCCCN1C(=O)C(=O)N(CC(=O)Nc2cc(S(=O)(=O)N(C)C)ccc2C)C1=O	17%	5%	-2%	-3%	-7%	x	-4	x	-4%
Cc1ccc(CNC(=O)c2cc(S(=O)(=O)N3CCCC3)cn2C)cc1	-10%	39%[activator]	9%	-13%	-19%	5%	1	-10%	23%
COc1cc(NC(=O)c2cc(Cl)ccc2Cl)ccc1NC(=O)c1cc2ccccc2o1	-3%	-13%	-1%	-10%	-4%	u	1	52%[activator]	x
O=c1[nH]n(CCO)c(=O)c2cccnc12	-5%	u	-7%	2%	-15%	2%	-10	0%	-3%
CNC(=O)C(C)N1c2cccc3cccc(c23)S1(=O)=O (stereo not given)	-15%	-18%	0%	18%	7%	1%	4	4%	-1%
CCCn1c(N)c(N2CCCCC2)c(=O)n(CC(=O)Nc2cccc(S(=O)(=O)N(C)C)c2)c1=O	2%	350%[activator]	19%	13%	-13%	x	0	x	8%
O=C(N/N=C/c1ccc2c(c1)OCO2)c1ccn(Cc2ccc(Cl)cc2)n1	16%	-2%	-8%	-8%	-7%	1%	-12	-6%	41%[activator]
O=[N+]([O-])c1ccc(N/N=C2/CCCCC2c2ccccn2)cc1 (stereo not given)	-10%	u	-1%	9%	-10%	-16%	4	-11%	2%
c1ccc2c(c1)C(=Nn1cnnc1)c1ccccc1-2	2%	-7%	-5%	-2%	-13%	-1%	-16	2%	-5%
Cc1onc(-c2c(F)cccc2Cl)c1C(=O)NC(=S)NC1CCS(=O)(=O)C1 (stereo not given)	-33%	2%	1%	-3%	-20%	20%	-6	-7%	-2%
CC(=O)OC1CCC2(C)C3CCC4(C)C(C(C)=O)CCC4C3CC3OC32C1 (stereo not given)	3%	-1%	-9%	1%	0%	x	0	x	x
CC(Oc1ccc(F)cc1)C(=O)Nc1nc(-c2ccc(F)cc2)ns1 (stereo not given)	26%	u	-11%	0%	-15%	-13%	-2	0%	x
COc1ccc2c(C)nc(N/C(N)=N/S(=O)(=O)c3ccc(C)cc3)nc2c1	26%	-15%	-11%	-4%	-4%	0%	-5	u	-9%
COc1cc(-c2nc(-c3ccc4c(c3)[nH]c(=O)n4C)no2)cc(OC)c1OC	-15%	-18%	6%[60.1 µM]	-3%	-6%	-1%	7	2%	x
O=C(NCCCNc1ccc([N+](=O)[O-])cc1)C(F)(F)F	-8%	-15%	2%	-2%	-5%	3%	-11	-22%	2%
CCc1nnc(SC(CC)C(=O)Nc2cccc(OC)c2)c2cc3oc(C)cc3n12 (stereo not given)	-4%	4%	-3%	0%	x	22%	-3	62%[activator]	x
COc1cccc(-c2noc(C3CC(=O)N(c4ccc(F)cc4)C3)n2)c1OC (stereo not given)	-2%	u	0%	5%	-17%	24%	-2	-14%	x
COc1cccc(-n2c(=O)c3sccc3n(CC(=O)NCC3CCCO3)c2=O)c1 (stereo not given)	8%	-17%	3%	-9%	-6%	37%	0	0%	38%
c1ccc(C2CC(c3ccccc3)n3ncnc3N2)cc1 (stereo not given)	-2%	25%	-1%	x	-8%	-1%	-6	-9%	-1%
CC(C)n1c(SCC(=O)Nc2nncs2)nnc1C1CC1	-8%	-22%	-20%	-9%	-5%	-2%	-3	-5%	0%
CCCCNC(=O)CN1C(=O)c2cccc(N)c2C1=O	-2%	406%[activator]	-10%	6%	-20%	2%	-2	x	-1%
O=C(O)CCn1cc(/C=C2\NC(=S)N(c3ccccc3)C2=O)c(-c2ccc(Br)cc2)n1	-8%[56.9 µM]	u	-11%	-6%	-7%	-3%	-10	-21%	-4%
COc1ccc2c(c1)cc(C)c1nnc(SCC(=O)N(C)c3nc(-c4ccccc4)cs3)n12	29%	-20%	-2%	-7%	2%	22%	-4	-9%	1%
O=C(NCc1cccnc1)[C@@H]1CC=C[C@@H]2CCN(Cc3ccccc3)C(=O)[C@@H]21	-9%	1%	2%&8%	5%	-13%	x	-5	x	x
CCC(C)N(C(=O)CSc1nc(-c2cccs2)nc2ccccc12)C1CCS(=O)(=O)C1 (stereo not given)	u	-10%	-13%	34%[activator]	-19%	x	2	x	x
Cc1c(NC(=S)NC(=O)CSc2ccc(Cl)cc2)cccc1C(=O)O	-19%	u	4%	3%	-14%	30%	-4	-3%	25%
CN(C)CCOC(=O)CCc1ccccc1	1%	6%	-9%	4%	0%	-20%	-9	-9%	-3%
CCOC(=O)C1(CCOc2ccccc2)CCN(Cc2ccc(C(=O)OC)cc2)CC1	8%	-20%	-5%	17%	-11%	5%	0	-4%	3%
Cc1cccc(Nc2c([N+](=O)[O-])ccc3nonc23)c1C	4%	8%	-14%	3%	-19%	2%	-3	-4%	8%
N/C(=N\S(=O)(=O)c1cc(C(F)(F)F)cc(C(F)(F)F)c1)c1ccncc1	-10%	4%	-5%	-8%	-26%	0%	1	-17%	32%
O=[N+]([O-])c1ccc(COc2cccc(CN3CCCC3)c2)cc1	-14%	u	15%	3%	-15%	x	-3	x	x
CCOC(=O)c1c(/N=C/C2C(=O)CC(C)(C)CC2=O)sc(C)c1C	-3%	1%	-4%	3%	-23%	18%	1	-9%	-2%
O=C(N/N=C\c1cc(Br)c(Br)o1)c1cncc(Br)c1	20%	4%	-1%	5%	0%	0%	-8	0%	0%
O=C(c1c(F)c(F)c(F)c(F)c1F)N1CCc2ccccc21	u	5%	7%	3%	10%	x	-7	x	x
Clc1cccc(Cn2ncc3ccccc32)c1	5%	0%	-7%	5%	-3%	-28%	-2	-7%	-5%
CC1CCCCN1C(=O)C1CC(c2ccc(F)cc2)=NO1 (stereo not given)	-23%	-14%	-2%	-1%	-4%	3%	4	-20%	-7%
CCOC(=O)C1=CC[C@H]2c3c(c4ccccc4n3C)C[C@H]1N2C	8%	-1%	10%	-1%	-5%	x	3	x	52%[activator]
CCS(=O)(=O)N1CCC(c2nc(-c3ccc(C(F)(F)F)cc3)no2)CC1	-18%	10%	0%	1%	-8%	-13%	-3	-10%	14%

Compound profiles, from the list above:
Cc1cccc(Nc2c([N+](=O)[O-])ccc3nonc23)c1C is listed as RGS4 inh: 4%; 12-LOX inh: 8%; Pol kappa inh: -14%; ERG Ets-DNA blk: 3%; Pol eta inh: -19%; POLB inh: 2%; LDHA inh: -3; Apoferritin bind: -4%; APE1 inh: 8%
CN(C)CCOC(=O)CCc1ccccc1 is listed as RGS4 inh: 1%; 12-LOX inh: 6%; Pol kappa inh: -9%; ERG Ets-DNA blk: 4%; Pol eta inh: 0%; POLB inh: -20%; LDHA inh: -9; Apoferritin bind: -9%; APE1 inh: -3%

New compounds follow
SMILES	RGS4 inh	12-LOX inh	Pol kappa inh	ERG Ets-DNA blk	Pol eta inh	POLB inh	LDHA inh	Apoferritin bind	APE1 inh
CC(C)N(Cc1cn[nH]c1-c1ccc(-c2ccccc2)cc1)Cc1nccn1C	4%	-3%	-11%	6%	-25%	-8%	-5	-22%	-9%
COc1ccc(C(CC(=O)O)c2ccc3c(c2)OCO3)cc1 (stereo not given)	-13%	6%	-20%	14%	-8%	17%	-5	-3%	10%
C=CCn1c(CSc2nc3ccccc3s2)nnc1SCC(=O)NCc1cccnc1	u	0%	-1%	-4%	-13%	4%	-3	10%	1%
CCc1c(C)c(C#N)c2nc3ccccc3n2c1NCCOC	0%	0%	-9%	8%	-10%	4%	-3	-2%	-12%
O=C(CCCCCN1C(=O)[C@@H]2Cc3ccccc3CN2C1=O)Nc1ccccc1Cl	-27%	-19%	4%	-2%	-8%	-3%	2	-6%	85%[activator]
Cn1cnnc1SCc1ccc(-c2ccc(Br)cc2)o1	-19%	u	-7%	-4%	-19%	5%	0	u	-5%

Screening data (PubChem BioAssay)
